Assay outcomes as filed in PubChem.
M4 antag – CHRM4 antagonism in calcium assay; P08173; CHO-hM4 cells, ACh EC80, Fluo-8 calcium fluorescence; inhibition, % at 3 µM; hit rate 0.73% among 360,000; AID 624125;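 active means inhibition above its plate's cutoff, the mean inhibition of sample wells plus 3 SD, cut at about 27% in these data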;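 further: 0% = acetylcholine EC80 with DMSO and 100% = DMSO without agonist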
Target sequence (P08173 whole entry, looked up): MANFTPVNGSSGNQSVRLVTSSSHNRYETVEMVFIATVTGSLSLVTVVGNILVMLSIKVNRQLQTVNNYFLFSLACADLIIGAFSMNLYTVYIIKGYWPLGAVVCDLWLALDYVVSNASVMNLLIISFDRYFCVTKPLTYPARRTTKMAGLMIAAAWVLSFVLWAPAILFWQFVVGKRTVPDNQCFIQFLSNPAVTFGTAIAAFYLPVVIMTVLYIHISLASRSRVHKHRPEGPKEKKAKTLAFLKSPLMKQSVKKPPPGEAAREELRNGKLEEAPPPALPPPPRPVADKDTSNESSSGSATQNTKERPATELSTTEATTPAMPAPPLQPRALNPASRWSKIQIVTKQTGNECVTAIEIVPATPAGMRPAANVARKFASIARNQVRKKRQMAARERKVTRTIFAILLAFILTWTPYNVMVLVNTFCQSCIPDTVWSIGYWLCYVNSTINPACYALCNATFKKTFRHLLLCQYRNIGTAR
M4 ag – agonists of human muscarinic M4 receptor (CHRM4); P08173; CHO-K1 hM4/Gqi5, Fluo-8 calcium fluorescence; vehicle 0%, full acetylcholine response 100%; activation, % at 3 µM; hit rate 0.14% among 360,000;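 active means activation above the run mean over all test wells plus 3 SD, cut at about 32% in these data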;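 further: peak over basal fluorescence ratio per well then scaled between controls; 0% = DMSO wells and 100% = acetylcholine at EC100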
CHRM5 antagonist – blocks acetylcholine activation of human M5 receptor. P08912. CHO-hM5 cells, Fluo-8 calcium fluorescence, ACh EC80. inhibition, % at 3 µM. hit rate 0.59% among 360,000. AID 624040;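 active means inhibition above a per-plate cutoff, the mean of that plate's test compounds plus 3 SD, cut at about 27% in these data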;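 further: 0% = acetylcholine EC80 with DMSO and 100% = DMSO without agonist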
Target sequence (P08912 whole entry, looked up): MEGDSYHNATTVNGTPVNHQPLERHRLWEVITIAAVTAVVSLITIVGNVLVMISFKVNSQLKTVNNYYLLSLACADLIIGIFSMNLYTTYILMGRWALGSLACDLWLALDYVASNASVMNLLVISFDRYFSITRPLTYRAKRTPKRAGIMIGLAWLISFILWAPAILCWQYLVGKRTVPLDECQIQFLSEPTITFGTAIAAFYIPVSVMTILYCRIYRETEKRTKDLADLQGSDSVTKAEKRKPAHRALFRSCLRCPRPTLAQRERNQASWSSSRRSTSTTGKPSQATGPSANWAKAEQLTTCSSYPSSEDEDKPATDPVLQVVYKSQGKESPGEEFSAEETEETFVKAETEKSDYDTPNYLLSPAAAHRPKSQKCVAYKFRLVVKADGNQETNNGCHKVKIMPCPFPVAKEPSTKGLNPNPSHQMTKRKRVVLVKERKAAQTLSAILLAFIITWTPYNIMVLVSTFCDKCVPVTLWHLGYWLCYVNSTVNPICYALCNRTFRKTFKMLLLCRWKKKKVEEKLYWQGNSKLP
M1 PAM parental – nonselective activator or artifact in parental CHO-K1 calcium assay; ATP EC20, Fluo-8 calcium fluorescence; 0% at ATP EC20, 100% at ATP max; activation, % at 3 µM; hit rate 0.02% among 360,000;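 active means activation above the run cutoff, the mean activation of all test compounds plus 3 SD, cut at about 40% in these data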;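 further: peak over basal fluorescence ratio in a 140 s read after ATP addition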
CHRM4 PAM – CHRM4 positive allosteric modulation; CHO-K1 hM4/Gqi5, Fluo-8 calcium fluorescence, ACh EC20; 0% = ACh EC20, 100% = maximal ACh; activation, % at 3 µM; hit rate 0.4% among 360,000;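 active means activation above its plate's cutoff, the mean activation of sample wells plus 3 SD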; further: some results filed as inactive read as strong as hits
CHO-K1 Ca ag – nonselective activator or artifact in parental CHO-K1 cells. Fluo-8 calcium fluorescence; scaled to maximal ATP response, vehicle zero. activation, % at 3 µM. hit rate 0.48% among 360,000. AID 602248; in the data active means activation above about 15%;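 further: untransfected CHO-K1 host cells lacking M1 receptor as counterscreen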
M5 PAM – positive allosteric modulators of human muscarinic M5 receptor | P08912 | CHO-K1 hM5, Fluo-8 calcium, ACh EC20 PAM; 0% = ACh EC20, 100% = ACh EC100 | activation, % at 3 µM | hit rate 0.3% among 360,000 | AID 624038;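 active means activation above the run cutoff, the mean activation of all test compounds plus 3 SD, cut at about 18% in these data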
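Assay system: CHO-K1 hM5 cells / Incubation: Fluo-8 loading 80 min at 37 °C plus 30 min room temperature / Technique: Fluo-8 calcium dye fluorescence, kinetic read / Repeats: single replicate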
CHO-K1 Ca antag – counter-screen for M1 antagonists: effect in parental CHO-K1 cells; ATP-induced calcium, Fluo-8 fluorescence; inhibition, % at 3 µM; hit rate 0.6% among 360,000; AID 602250;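 active means inhibition above a per-plate cutoff, the plate's mean sample inhibition plus 3 SD, cut at about 24% in these data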;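 further: 0% = DMSO plus EC80 ATP and 100% = DMSO alone without ATP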
M5 ag – agonists of human muscarinic M5 receptor (CHRM5); P08912; CHO-K1 hM5 cells, Fluo-8 calcium fluorescence; 0% DMSO wells, 100% maximal acetylcholine response; activation, % at 3 µM; hit rate 0.19% among 360,000;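 active means activation above the run's mean over test compounds plus 3 SD, cut at about 23% in these data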;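 further: signal is peak over basal fluorescence ratio across the kinetic read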
* = called active by the depositor; nt = not tested or not shown.

SMILES	M4 antag	M4 ag	CHRM5 antagonist	M1 PAM parental	CHRM4 PAM	CHO-K1 Ca ag	M5 PAM	CHO-K1 Ca antag	M5 ag
O=c1c2ccccc2nc(-c2ccc(-c3ccccc3)cc2)n1-c1ccncc1	-2	1	-1	12	-6	1.0	-5	-11	0
C[N+]1(C)[C@@H]2CC[C@H]1CC(OC(=O)[C@@H](CO)c1ccccc1)C2 (stereo partly drawn)	99*	0	99*	-7	-18	-0.1	-22	18	-10
COc1ccccc1-n1c(-c2cccs2)nc2ccccc2c1=O	-18	0	-25	15	7	0.1	-2	-21	-1
CCC(=Nc1ccc2c(c1)CCC2)c1c(O)n(C2CCCCC2)c(=O)[nH]c1=O	-15	0	-4	16	-1	0.3	-1	1	-3
CCc1cc(=O)oc2cc(OCC(=O)N3C[C@H]4C[C@@H](C3)c3cccc(=O)n3C4)c(Cl)cc12	11	1	6	-3	-7	-0.1	-5	2	0
CCC(=O)CC(c1ccccc1)c1c(O)c2ccccc2sc1=O (stereo not drawn)	-2	1	-6	21	1	0.4	3	0	-2
CC(=O)OC1(Cc2ccccc2)CN2CCC1c1ccccc12 (stereo not drawn)	-5	0	9	10	3	0.1	-17	-9	-8
O=C(Nc1ccc(Cl)cc1)O/N=C(\c1ccccc1)c1ccccn1	13	8	33*	13	-20	8.3	-12	2	4
CN1C[C@H]2CON(C)[C@H]2C[C@H]1c1cccc(Br)c1	-3	1	-7	4	0	0.1	0	-5	1
Cc1nc2ccccc2c(=O)n1-c1ccccc1[N+](=O)[O-]	3	0	1	18	4	0.9	-2	-1	-3
COc1ccc(CCn2c(O)c(C=NCc3ccc4c(c3)OCO4)c(=O)[nH]c2=O)cc1OC	1	0	-5	20	2	0.6	4	-13	0
O=C1NCN(c2ccccc2)C12CCN(C(c1nnnn1-c1ccc3c(c1)OCCO3)C1CC1)CC2 (stereo not drawn)	11	2	5	3	-6	0.1	-7	-10	0
Cc1ccccc1NC1(C#N)CCCCC1	4	0	-1	-2	4	-0.5	-6	-3	-3
O=c1c2ccccc2nc(-c2ccccc2)n1-c1cccnc1	1	4	-5	23	6	2.7	4	-16	7
CC1CCCN(CC(=O)N2CCCc3ccccc32)C1 (stereo not drawn)	0	0	3	20	-6	1.4	3	-17	-6
C=CCn1c(O)c(C(C)=Nc2ccc(NC(C)=O)cc2)c(=O)[nH]c1=O	-6	0	-5	22	21*	0.1	4	-11	-1
CCN(CC)C(=O)c1ccc(NC(=O)c2cn(-c3ccccc3)nc2-c2ccc(OC)cc2)cc1	0	8	28*	11	-5	2.8	-10	-3	-3
Cc1cc(/C=C2\C(=O)NC(=O)N(c3ccccc3F)C2=O)c(C)n1-c1cc(C(=O)O)cc(C(=O)O)c1	2	1	-1	-8	-2	0.2	3	-20	1
CCOc1cccc(N2C(=O)/C(=C/c3ccco3)C(=O)NC2=S)c1	-14	0	-14	-7	6	-0.4	9	11	3
S=P(Nn1cnnc1)(c1ccc(Br)cc1)c1ccc(Br)cc1	6	2	-12	20	-5	0.7	13	-8	3
Cc1nonc1OCCNCCNc1ccc([N+](=O)[O-])c2cccnc12	-1	4	7	14	-4	1.7	-1	-3	-6
Nc1c(C(=O)NCc2ccco2)c2nc3ccccc3nc2n1CCN1CCOCC1	2	1	8	-6	-7	0.5	-2	12	0
O=C1C2(c3ccccc3)CN3CN(C2)CC1(c1ccccc1)C3	-7	2	-5	-13	9	0.2	5	0	1
CCOC(=O)[C@]12Cc3cc(C)ccc3[C@H]1N(CCC(=O)OC)C(=O)c1ccccc12	-8	4	-2	1	4	1.9	5	-7	4
S=C(c1ccc(Cl)cc1)N1CCOCC1	3	0	-7	5	-1	3.0	-2	1	-1
O=C(c1ccc2nc3ccc(Cl)cc3c(=O)n2c1)N1CCC2(CC1)OCCO2	1	1	-7	14	-1	0.6	1	-14	-1
Cc1ccccc1NC(=O)NCCN1CC1	-8	1	25	-6	2	4.0	-10	19	-7
CCCCC(=O)N/N=C/c1c(O)n(Cc2ccco2)c(=O)[nH]c1=O	-1	0	1	18	1	0.0	3	0	-4
CC(C)(C)N1C(=O)NC(=O)/C(=C\c2ccc3c(c2)CCN3CCCCl)C1=O	2	1	1	-1	0	0.1	4	0	-1
COOCC1(C(=O)OC)C[C@H](c2ccc(OC)cc2)N(Cc2ccccc2OC)[C@@H]1c1ccccc1C (stereo partly drawn)	-2	1	5	nt	-3	nt	-3	nt	-3
CCOP(=O)(Cc1ccccc1)OCC	5	2	23	3	3	0.7	-1	-10	1
CN(C)/C=C/C(=O)C(Cl)(Cl)Cl	4	0	0	-6	-2	-0.1	1	17	0
CC[N+]1(C)CCCC(OC(=O)C(O)(c2ccccc2)c2ccccc2)C1 (stereo not drawn)	99*	0	98*	-1	-17	-0.5	-18	15	-2
CCOC(=O)[C@]12Cc3cc(OC)ccc3[C@H]1N(C(C)C)C(=O)c1ccccc12	-4	0	-6	-1	5	1.1	1	-10	0
O=C1c2ccccc2-n2nnc(-c3ccccc3)c2C2c3cc(Br)ccc3CCN12 (stereo not drawn)	-17	2	-4	-5	11	0.4	-2	16	2
O=C(CNC(=O)c1ccccc1)Nc1ccc(Br)cc1C(=O)c1ccccc1	5	3	-5	9	-3	1.5	2	-1	-3
O=C(c1cc2c(s1)CCCCCC2)N1CCC2(CC1)OCCO2	-2	2	-2	13	1	1.4	-3	-15	5
CCOC(=O)[C@]1(C#N)[C@@H]2C=CC(C(N)=O)=CN2[C@@H](C(N)=O)[C@@H]1c1ccc(F)cc1	-5	1	6	12	24	1.1	0	-9	-5
O=C1CN=C(c2cc([N+](=O)[O-])ccc2Cl)c2cc([N+](=O)[O-])ccc2N1	-3	1	3	-24	14*	-0.4	4	8	1
Fc1cccc(CNCCc2c[nH]c3ccccc23)c1	5	3	12	-2	-1	0.4	-6	3	-1

Another view of some results above:
O=C1NCN(c2ccccc2)C12CCN(C(c1nnnn1-c1ccc3c(c1)OCCO3)C1CC1)CC2 (stereo not drawn)
  M4 antag = 11
  M4 ag = 2
  CHRM5 antagonist = 5
  M1 PAM parental = 3
  CHRM4 PAM = -6
  CHO-K1 Ca ag = 0.1
  M5 PAM = -7
  CHO-K1 Ca antag = -10
  M5 ag = 0

Fc1cccc(CNCCc2c[nH]c3ccccc23)c1
  M4 antag = 5
  M4 ag = 3
  CHRM5 antagonist = 12
  M1 PAM parental = -2
  CHRM4 PAM = -1
  CHO-K1 Ca ag = 0.4
  M5 PAM = -6
  CHO-K1 Ca antag = 3
  M5 ag = -1

CN1C[C@H]2CON(C)[C@H]2C[C@H]1c1cccc(Br)c1
  M4 antag = -3
  M4 ag = 1
  CHRM5 antagonist = -7
  M1 PAM parental = 4
  CHRM4 PAM = 0
  CHO-K1 Ca ag = 0.1
  M5 PAM = 0
  CHO-K1 Ca antag = -5
  M5 ag = 1

O=C(CNC(=O)c1ccccc1)Nc1ccc(Br)cc1C(=O)c1ccccc1
  M4 antag = 5
  M4 ag = 3
  CHRM5 antagonist = -5
  M1 PAM parental = 9
  CHRM4 PAM = -3
  CHO-K1 Ca ag = 1.5
  M5 PAM = 2
  CHO-K1 Ca antag = -1
  M5 ag = -3

Next part
SMILES	M4 antag	M4 ag	CHRM5 antagonist	M1 PAM parental	CHRM4 PAM	CHO-K1 Ca ag	M5 PAM	CHO-K1 Ca antag	M5 ag
CC1CCCCN1Cc1ccc(Cl)nc1 (stereo not drawn)	3	2	7	-1	0	0.1	3	-6	-16
CC1=C(C(=O)O)N2C(=O)C(NC(=O)Cc3ccccc3)C2SC1 (stereo not drawn)	-2	0	4	26	18	0.4	4	-18	0
C=CCn1c(O)c(C(CC)=NCCc2ccccc2)c(=O)[nH]c1=O	-24	8	-2	21	5	2.2	1	0	-2
COc1ccc(-c2ccc3n2Cc2cnnn2-c2ccccc2-3)cc1	0	3	7	18	-4	0.8	-6	-13	-2
Clc1ccccc1C1NCc2ccccc2-n2cccc21 (stereo not drawn)	-3	0	7	13	-3	0.3	-5	-15	1
CCOc1ccc(N=Cc2c(O)n(CCc3ccc(OC)c(OC)c3)c(=O)[nH]c2=O)cc1	-1	1	1	-3	-14	0.4	9	11	2
COC(=O)C1=C(c2cccc(OCc3ccccc3)c2)C[C@@H]2CC[C@H]1N2C(=O)NCCN1CCOCC1	-10	0	14	-11	-8	-0.3	0	-5	-12
CCOC(=O)c1[nH]c(C)c(C(=O)N2CCC3(CC2)OCCO3)c1C	4	0	11	19	-5	0.1	-1	-10	-1
COc1ccc(C(=O)CN2CCOCC2)cc1F	2	1	2	0	1	0.4	3	-7	0
CCCc1c(C)nc(-c2ccc(C)cc2)nc1OC(=O)N(C)C	12	-2	10	-16	15	-0.4	-5	7	-3
O=P(C(=Nc1ccc(Cl)cc1)N1CCOCC1)(N1CCOCC1)N1CCOCC1	2	0	-8	1	5	0.0	4	-4	-1
CCC(=NCCCn1ccnc1)c1c(O)n(Cc2ccccc2)c(=O)[nH]c1=O	10	0	1	-2	-2	-0.1	-1	7	-2
O=[N+]([O-])c1ccc(N2CCNCC2)cc1NCC1CCCO1 (stereo not drawn)	20	0	1	-3	-9	-0.1	-4	9	-1
CNC(=O)Oc1ccc(-c2cn3cc(Cl)ccc3n2)cc1	0	-1	3	17	9	-0.3	2	-9	0
N=C1c2ccccc2CN1NC(=O)c1ccc(Br)cc1	12	0	8	-6	-6	0.3	-4	5	0
Clc1cc(I)cc(Cl)c1NC1=NCCN1	-10	2	5	-1	3	0.0	-2	8	0
O=C(C1CCN(S(=O)(=O)c2ccccc2)CC1)N1CCC2(CC1)OCCO2	-3	1	-4	16	4	0.4	1	-9	-3
Nc1ccccc1-[n+]1c(-c2ccccc2)cc(-c2ccccc2)cc1-c1ccccc1	23	0	5	2	-22	0.4	-12	-16	-20
N=C1c2ccccc2CN1CC(=O)c1ccccc1	4	1	1	10	2	0.1	-2	-10	-7
Cc1ccc(NC2=NCCCS2)cc1Cl	8	3	11	2	-9	3.0	-3	-15	-7
O=S(=O)(F)c1ccc2nc(-c3cccc(Sc4ccccc4)c3)cc(Cl)c2c1	1	1	1	23	19	0.5	7	-15	-2

Reformatted as comma-separated lines: part of the list above.
SMILES,M4 antag,M4 ag,CHRM5 antagonist,M1 PAM parental,CHRM4 PAM,CHO-K1 Ca ag,M5 PAM,CHO-K1 Ca antag,M5 ag
CCOc1ccc(N=Cc2c(O)n(CCc3ccc(OC)c(OC)c3)c(=O)[nH]c2=O)cc1,-1,1,1,-3,-14,0.4,9,11,2
COC(=O)C1=C(c2cccc(OCc3ccccc3)c2)C[C@@H]2CC[C@H]1N2C(=O)NCCN1CCOCC1,-10,0,14,-11,-8,-0.3,0,-5,-12
CCOC(=O)c1[nH]c(C)c(C(=O)N2CCC3(CC2)OCCO3)c1C,4,0,11,19,-5,0.1,-1,-10,-1
COc1ccc(C(=O)CN2CCOCC2)cc1F,2,1,2,0,1,0.4,3,-7,0
CCCc1c(C)nc(-c2ccc(C)cc2)nc1OC(=O)N(C)C,12,-2,10,-16,15,-0.4,-5,7,-3
O=P(C(=Nc1ccc(Cl)cc1)N1CCOCC1)(N1CCOCC1)N1CCOCC1,2,0,-8,1,5,0.0,4,-4,-1
CCC(=NCCCn1ccnc1)c1c(O)n(Cc2ccccc2)c(=O)[nH]c1=O,10,0,1,-2,-2,-0.1,-1,7,-2

These rows are one share of the data; count on the stated rates, not on these rows.
